USP2a block – qHTS Assay for Inhibitors of Ubiquitin-specific Protease USP2a Using CHOP2 as the Reporter. USP2 core, Ub-CHOP2 coupled fluorogenic reporter, 485/531. Potency, µM (top dose mostly 38.3 µM), inactives show at the highest dose activity change, negative = inhibition, usual class: inhibitors. Ubiquitin carboxyl-terminal hydrolase 2 (Homo sapiens), O75604. hit rate 0.01% among 330,000;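 further: potency means the concentration at half of the fitted maximal effect; plate controls were DMSO wells for no effect and full inhibition by NEM control for full effect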
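Deubiquitinase activity read as fluorescence (485/531 nm) after Ub-CHOP2 cleavage activates the enterokinase reporter on its substrate; USP2 core 10nM, Ub-CHOP2 and substrate 25nM each, 30min compound preincubation then 60min RT; data normalized to NEM, curves fitted.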
PKM2 activator – qHTS Assay for Activators of Human Muscle isoform 2 Pyruvate Kinase. Pyruvate kinase PKM (Homo sapiens), P14618. purified PKM2, Kinase-Glo ATP luminescence, activation; response scale: 0% is enzyme alone, no compound. Potency, µM (doses to about 57.5 µM), without a hit: at the top dose activation, actives largely listed as activators. hit rate 0.34% among 260,000. AID 1631, 2009; further: potency means the concentration at half of the fitted maximal effect; nearly all actives have a fitted effect of over 55% in size
Target sequence (P14618 whole entry, looked up, canonical isoform): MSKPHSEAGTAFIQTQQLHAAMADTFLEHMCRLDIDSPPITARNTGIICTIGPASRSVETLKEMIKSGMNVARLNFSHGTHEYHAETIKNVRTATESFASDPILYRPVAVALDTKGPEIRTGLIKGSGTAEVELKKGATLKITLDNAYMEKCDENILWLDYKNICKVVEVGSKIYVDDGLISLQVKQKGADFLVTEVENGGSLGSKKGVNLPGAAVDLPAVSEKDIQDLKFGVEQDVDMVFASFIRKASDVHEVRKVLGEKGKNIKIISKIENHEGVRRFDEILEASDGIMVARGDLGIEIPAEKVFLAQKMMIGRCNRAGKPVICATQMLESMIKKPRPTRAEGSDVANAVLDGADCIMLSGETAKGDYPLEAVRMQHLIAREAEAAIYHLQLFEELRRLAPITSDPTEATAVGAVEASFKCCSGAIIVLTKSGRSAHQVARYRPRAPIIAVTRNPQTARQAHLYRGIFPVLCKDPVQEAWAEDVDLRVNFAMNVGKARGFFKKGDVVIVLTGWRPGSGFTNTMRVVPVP
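Purified hPK-M2 (>95%) run at intermediate activity with 0.1 mM ADP and 0.5 mM PEP in 50 mM imidazole pH 7.2, KCl, MgCl2; 1 h room temperature. ATP formed read by Kinase-Glo luminescence; normalized to uninhibited and no-enzyme controls.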
KCNH2 3.1 inh – qHTS for Inhibitors of KCHN2 3.1: Mutant qHTS; U2OS KCNH2 3.1, thallium flux FluxOr; active compounds read low; Potassium voltage-gated channel subfamily H member 2, brain isoform KCNH2 3.1 (human); activity change, % (tested at about 1.8 µM); hit rate 0.95% among 340,000;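 active means maximum activity change below -70%; inconclusive means maximum activity change from -70% to -50%; inactive means maximum activity change above -50%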;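 further: thallium influx rate constant from kinetic fluorescence after stimulation buffer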
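Channel expression came from 3.1 mutant virus (1.77 x 10^8 /mL) applied to suspended U2OS cells for 4 h. Flux was tracked with FluxOr dye plus Red40 quencher, and kinetic rate constants normalized to controls.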
Giardia kill – Small Molecules that selectively kill Giardia lamblia: qHTS; Giardia lamblia trophozoite viability; activity change, % at 7.66 µM, hits read low; hit rate 0.15% among 340,000; in the data active means activity change below about -80%; inconclusive means between about -30% and that limit;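 further: parasites exposed to compound for two days anaerobically before the ATP read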
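Giardia trophozoites, 100 cells per well, were exposed to compounds for 48 hrs at 37 deg C under anaerobic conditions; viability was then read as ATP content by bioluminescence after 15-30 min at room temperature.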
hERG WT inh – qHTS for Inhibitors of KCHN2 3.1: Wildtype qHTS; activity change, % at 1.84 µM; AID 720551, 2013; Voltage-gated inwardly rectifying potassium channel KCNH2 (Homo sapiens), Q12809; U2OS, BacMam KCNH2, thallium flux FluxOr; active compounds read low; hit rate 0.37% among 340,000;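 active means maximum activity change below -70%; inconclusive means maximum activity change between -70% and -50%; inactive means maximum activity change above -50%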
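U2OS cells were transduced with wild-type KCNH2 virus (2.03 x 10^8 / mL) for 4 h at room temperature, then cultured overnight at 37 C. Thallium flux was read with FluxOr dye. Rate constants were normalized to DMSO controls.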
Chronic BCR inh – qHTS Assay to Find Inhibitors of Chronic Active B-Cell Receptor Signaling | Potency, µM (titrated, usually from 46.1 µM), without a hit: at the top dose ratio change, negative = lower green/red ratio, usual class: inhibitors | ABC-DLBCL IkBa-CBG/CBR reporter, luminescence ratio, 4 h | hit rate 0.05% among 340,000; active means well fitted inhibition curve with a large enough effect in the signal ratio, with a control signal flat, not every such curve was filed as active; inconclusive means small, poorly fitted or top-dose-only effect, or effect the other way, or a change in a side signal; the % refers to the signal ratio;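 further: potency means the concentration at half of the fitted maximal effect; plate controls were basal doxycycline-induced cells for no effect and cells given 10 µM MG132 for full effect; MG132 reads +100%, hits lower the ratio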
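Concentration-response series (up to 46 uM) were applied to TMD8 dual-reporter cells for 4 h at 37C with doxycycline. Green/red ratio, after filter-overlap correction, defined %Activity; red signal alone was normalised to basal cells and zero luminescence.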
Coupling enz – qHTS Assay for Inhibitors of Fructose-1,6-bisphosphate Aldolase from Giardia Lamblia: Coupling assay counterscreen; coupling enzyme system counterscreen, AmpLite Red fluorescence; AID 2472, 2010; hit rate 0.67% among 290,000; activity change, negative = inhibition, % at 58.2 µM, hits read low; in the data active means activity change below about -30%
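Final compound at 57.5 uM, incubated 10 min at RT with coupling enzyme reagent (glyceraldehyde-3-phosphate), then 20 min with substrate and AmpLite Red detection. Fluorescence read at 525/598 nm; tests interference with the coupling assay, not aldolase inhibition.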
uPA generation – qHTS for Inhibitors of Cell Surface uPA Generation; cell surface uPA generation assay, qHTS; Potency, µM (highest dose often 38.3 µM), inactives show at the highest dose activity change, negative = inhibition, hits mostly inhibitors; hit rate 0.31% among 330,000; active means well fitted inhibition curve with a large enough effect; inconclusive means small, poorly fitted or top-dose-only effect; inactive means no such curve, though single readings can be large or run the other way; tested in mouse RAW 264.7 cells; further: potency means the concentration at half of the fitted maximal effect; nearly all actives have a fitted effect of over 55% in size
Eya2 inh – qHTS Assay for Inhibitors of the Phosphatase Activity of Eya2; recombinant Eya2, OMFP fluorescence dephosphorylation (OMFP is methylfluorescein phosphate); Potency, µM (top dose mostly 76.9 µM), for the others: top-dose activity, negative = inhibition, most hits filed as inhibitors; hit rate 0.006% among 330,000; AID 488837, 2010; further: potency means the concentration at half of the fitted maximal effect
Target sequence (O00167 whole entry, looked up): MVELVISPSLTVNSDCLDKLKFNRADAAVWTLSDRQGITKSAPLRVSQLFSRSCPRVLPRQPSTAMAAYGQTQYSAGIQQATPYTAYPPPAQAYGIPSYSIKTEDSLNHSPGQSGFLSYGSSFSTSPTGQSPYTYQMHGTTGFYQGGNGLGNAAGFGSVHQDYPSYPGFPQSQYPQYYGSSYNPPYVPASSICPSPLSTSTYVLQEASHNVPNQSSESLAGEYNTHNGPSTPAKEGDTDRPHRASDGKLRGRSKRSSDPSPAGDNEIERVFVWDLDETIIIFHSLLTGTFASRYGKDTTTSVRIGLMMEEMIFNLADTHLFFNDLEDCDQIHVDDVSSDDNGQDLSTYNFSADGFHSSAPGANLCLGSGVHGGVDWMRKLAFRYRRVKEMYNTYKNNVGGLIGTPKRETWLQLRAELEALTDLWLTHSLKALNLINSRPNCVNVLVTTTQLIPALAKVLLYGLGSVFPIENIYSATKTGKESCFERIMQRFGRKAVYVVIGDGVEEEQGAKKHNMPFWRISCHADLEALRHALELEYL
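Eya2 protein (added as 0.2 uM solution) was preincubated with compound for 10 min at ambient temperature in 50 mM HEPES pH 7.5, 50 mM NaCl, 5 uM MgCl2, 0.05% BSA, 1 mM DTT. OMFP (added at 50 uM) then reacted 10 min; fluorescence read at 485/525 nm.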
GALK inhibitor – qHTS Assay for Inhibitors of Human Galactokinase (GALK) | AID 1868, 2009 | Purified GALK, Kinase-Glo residual ATP luminescence | Potency, µM (doses to about 57.5 µM), for inactives: top-dose activity change, negative = inhibition, hits mostly inhibitors | hit rate 0.007% among 270,000; further: potency means the concentration at half of the fitted maximal effect
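Quantitative HTS: GALK 5 nM, ATP 35 uM, galactose 100 uM, 1 h room temperature, then luciferase-based ATP detection.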
B2AR arrestin – qHTS assay of beta-arrestin-biased ligands of beta2-adrenergic receptor; Beta-2 adrenergic receptor (Homo sapiens), P07550; beta-arrestin recruitment to beta2AR, cell-based reporter; Potency, µM (titrated, usually from 46.1 µM), inactives show at the top dose activation, hits mostly activators; hit rate 0.02% among 330,000;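 further: potency means the concentration at half of the fitted maximal effect; 0% = DMSO controls and full agonism = EC100 isoproterenol or metaproterenol; nearly all actives have a fitted effect of over 65% in size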
The depositor's hits bear a star; i = inactive; ? = inconclusive; / = not tested or not shown; [ ] = dose if it differs, or a comment. Unless noted, the call rests on the fitted dose curve; in most records, active means well fitted curve in the direction sought with a large enough effect; inconclusive means small, poorly fitted or top-dose-only effect, or another doubt; inactive means no such curve, though single readings can be large; an effect the other way counts as inactive or inconclusive. Unless noted, on the % scale 0 is the no-effect control and ±100 the full control effect.

SMILES | USP2a block | PKM2 activator | KCNH2 3.1 inh | Giardia kill | hERG WT inh | Chronic BCR inh | Coupling enz | uPA generation | Eya2 inh | GALK inhibitor | B2AR arrestin
COc1ccc2[nH]c3c(c2c1)CCN1C(=O)C(CC(=O)NCc2ccco2)C[C@H](C(=O)N2CCOCC2)[C@@]31C (stereo partly specified) | 3.2% | / | 4.0 | -28.7 | -5.5 | -1.9% | / | -7.3% | 3.3% | / | -0.1%
CCN1CCCC1CNC(=O)c1cc(COc2ccc(C)c(C)c2)on1 (stereo unspecified) | 2.1% | / | ? | 7.3 | -4.0 | -1.7% | -0.6 | -3.8% | 3.4% | 2.8% | 0.2%
Cc1ccc(-c2c(=O)n(O)c3ccccc3[n+]2[O-])cc1 | -0.4% | / | 9.7 | -2.2 | -10.5 | -0.2% | -3.5 | 0.6% | 3.3% | -3.4% | -0.5%
CCOC(=O)c1sc(NC(=O)CSc2nnc(C(C)C)n2CC)nc1C | 1.5% | 0.4% | 13.6 | 9.0 | -1.0 | -10.6% | 3.3 | -5.6% | 1.4% | -2.0% | 0.1%
CCC1=NNc2cccc3c(OC)ccc1c23 | ? | -4.1% | / | / | / | 7.6% | -26.4 | / | 1.0% | 2.3% | -1.0%
O=C1[C@@H]2[C@H](C(=O)N1Cc1ccco1)[C@H]1C=C[C@@H]2C1 | -0.3% | 0.3% | -8.1 | -2.7 | -14.0 | 11.0% | 1.6 | 6.4% | -1.8% | -1.5% | 0.0%
CCOc1cc(S(=O)(=O)n2cc(-c3ccc(F)cc3)c(N)n2)cc(OCC)c1OCC | -1.0% | 0.5% | 0.8 | -9.8 | -2.5 | -16.9% | -3.4 | -0.8% | -13.1% | 0.2% | -0.9%
CCOC(=O)Cn1c(C)cc(=O)c2cccc(C)c21 | -0.4% | -12.8% | 2.1 | -7.1 | -12.4 | -1.2% | 0.3 | -0.6% | 6.8%[15.4 µM] | 2.4% | 0.1%
CC1CN(C(=O)CCC(=O)N2CCCCC2)c2cc(Cl)ccc2O1 (stereo unspecified) | 1.8% | / | -15.0 | 21.7 | -1.0 | 1.2% | / | 0.0% | -3.1% | 3.5% | 0.0%
CCCNC(=O)C1CC(=O)N(c2ccc(OCC(=O)Nc3cccc(C)c3C)cc2)C1 (stereo unspecified) | 1.2% | -6.3% | 6.0 | -1.2 | -5.2 | -2.5% | 2.4 | 13.8% | -31.3% | -4.8% | -0.3%
Cc1cc(C)n(CCc2nc(-c3ccc(C)o3)cs2)n1 | 1.2% | ? | 6.4 | 2.4 | -1.8 | ? | -1.3 | 1.3% | -14.8% | 0.1% | ?
CCOc1ccc(Nc2nc(Cc3nnc(SCC(=O)c4ccc(C)c(C)c4)o3)cs2)cc1 | -0.5% | 5.1% | -2.6 | -0.8 | -12.4 | -17.4% | 3.0 | 3.6% | -40.8% | -2.1% | 0.3%
CCCOc1ccc(C(=O)Nc2ccc3c(c2)OCCO3)cc1 | 0.6% | -3.4% | -3.2 | -26.7 | 10.3 | -1.7% | 0.7 | -15.6% | 11.2% | -4.3% | 1.1%
CCn1cc(C(=O)NCc2cccs2)c(=O)c2cc(S(=O)(=O)N3CCOCC3)ccc21 | -1.1% | -2.3% | 5.0 | -1.9 | 6.4 | -1.5% | 6.6 | -4.6% | 0.8% | -0.6% | -0.2%
O=C(Nc1ccc(Cl)cn1)c1ccc2c(c1)OCCO2 | 8.9% | -17.8% | ? | ? | 3.0 | ? | -3.2 | -11.6% | 4.2% | -2.1% | 0.5%
Cc1cc(NC(=O)CN2C(=O)NC3(CCCCC3)C2=O)no1 | 3.1% | -3.7% | -9.4 | 3.6 | i | -4.3% | 6.1 | 1.7% | 0.1% | 0.5% | -0.4%
CC(Sc1ccccn1)C(=O)NC1CCCC1 (stereo unspecified) | 1.3% | / | 1.1 | 25.7 | -6.1 | -0.5% | / | -10.1% | -15.9% | / | -0.2%
Cc1ccc(S(=O)(=O)N2CCOCC2)cc1NC(=O)COC(=O)C1(C)CC1(Cl)Cl (stereo unspecified) | 4.3% | / | 3.0 | -12.9 | 8.3 | -4.7% | / | 1.8% | -22.2% | / | 0.1%
Cc1cc2c(cc(C(=O)OC(C(=O)NC3CCCCC3)C(C)C)n2C)o1 (stereo unspecified) | 0.7% | / | -15.8 | -10.6 | -12.5 | 5.8% | / | -8.1% | 5.2% | / | 0.1%
CC1CCN(CCCn2c(=S)[nH]c3c(sc4ccc([N+](=O)[O-])cc43)c2=O)CC1 | -0.7% | -13.3% | 0.0 | -8.6 | -13.7 | 2.5% | -2.1 | 3.0% | -16.7% | 7.7% | 0.0%
CCOc1ccc(CCNC(=O)COC(=O)c2ccncc2)cc1OCC | -5.4% | / | -2.3 | 15.2 | -0.3 | -2.3% | / | -18.4% | 1.2% | / | 0.5%
O=C(COC(=O)c1cnccn1)Nc1ccc(Cl)cn1 | -0.3% | / | 27.8 | 6.9 | -3.7 | -12.8% | / | 0.4% | -0.7% | / | -0.2%
CCOC(=O)c1ccc(NC(=O)Nc2cc(C)cc(C)n2)cc1 | -1.5% | 12.9% | / | / | / | ? | -4.1 | / | -3.0% | 7.4% | 0.3%
O=c1c2c3nc4ccccc4nc3n(Cc3ccccc3)c2ncn1Cc1ccco1 | ? | ? | 0.6 | -7.7 | 1.7 | ? | -8.9 | -4.2% | -0.7% | -4.1% | 5.8%
Cc1cccc(C)c1NC(=O)CNC(=O)c1ccc(COc2ccccc2)o1 | -0.4% | / | -1.3 | 4.8 | -17.2 | -3.4% | / | 5.4% | 3.2% | / | 0.2%
Cc1ccc(Nc2nc(C(=O)N3CCC(C(=O)NC(C)C)CC3)cs2)cc1 | -2.0% | -0.6% | -1.6 | 2.3 | 4.7 | 1.0% | 3.4 | -4.3% | 12.2% | 0.2% | 0.4%
CCOc1ccccc1CN1CCC(N2CCC(C(=O)NC3CC3)CC2)CC1 | 3.4% | 2.5% | -14.8 | -1.1 | 13.8 | -13.3% | 1.9 | 2.5% | -2.9% | 5.3% | 0.2%
CCOC(=O)N1CCN(S(=O)(=O)c2ccc3c(c2)CCN3C(=O)CC)CC1 | -0.2% | 1.1% | -6.8 | -28.6 | -3.3 | 0.4% | 0.9 | 5.9% | -6.4% | 1.3% | 0.3%
CC(=O)c1ccccc1OCC(O)CN1CCN(c2ccccn2)CC1 (stereo unspecified) | 0.2% | / | -7.2 | 6.8 | 13.3 | 0.3% | / | 3.2% | 14.0% | 3.9% | -0.2%
CCn1nc(NC(=O)C(C)C)c2cc3ccc(C)cc3nc21 | 1.4% | / | 22.1 | 7.0 | 6.5 | 1.7% | -1.9 | -1.0% | 10.1% | 4.5% | 0.0%
O=C(CN1C(=O)C(=O)N(CCC2=CCCCC2)C1=O)Nc1ccc(F)cc1F | -2.2% | / | -13.7 | 5.6 | -14.8 | 0.3% | / | 0.5% | -0.6% | / | -0.4%
COc1ccc(/C=C\c2nc(=O)c3ccccc3o2)cc1 | -2.4% | -2.3% | 0.2 | 12.1 | 3.2 | ? | 6.1 | -4.8% | 14.0% | 3.6% | -0.6%
C=CCc1cc(Cl)ccc1OCCn1ccnc1 | -10.7% | 1.6%[11.5 µM] | -8.0 | -15.0 | 16.0 | 0.5% | -1.4 | 2.4% | 1.6% | -5.2% | -0.8%
CCC(CC)C(=O)Nc1cccc(C(=O)NCCc2ccc(S(N)(=O)=O)cc2)c1 | 0.7% | 11.4% | 10.9 | 19.3 | 18.5 | 5.3% | 4.9 | / | 7.2% | 0.2% | -0.2%
CCN(c1ccccc1)S(=O)(=O)c1ccc(OCC(=O)N2CCCC2)cc1 | -1.6% | / | 7.5 | 0.9 | 10.8 | 1.9% | / | 0.6% | 15.6% | / | 0.0%

High-throughput results deposited in PubChem by National Center for Advancing Translational Sciences (NCATS).
